ATXN viability = Viability Counterscreen for Primary qHTS for Inhibitors of ATXN expression | Potency, µM (highest dose often 56.7 µM), most hits filed as cytotoxic | 400,000 compounds, 0.49% hits | S2 cells (HEK-293 line with an ATXN2-luciferase reporter) viability, CellTiter-Fluor protease fluorescence, 24 h | AID 651635, 2014; also: potency is read from the fitted curve at half-maximal effect; nearly all actives have a fitted effect of over 40% in size
Nrf2 inh = Nrf2 qHTS screen for inhibitors | A549 ARE-Fluc reporter, luciferase luminescence, 18-24 h | Potency, µM (highest dose often 46 µM), inactives show at the top dose activity change, negative = inhibition, actives largely listed as inhibitors | 360,000 compounds, 2.1% hits; also: potency is read from the fitted curve at half-maximal effect; % is scaled to controls: 0 for no effect and ±100 for the full control effect; nearly all actives have a fitted effect of over 60% in size
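Cells were seeded and rested 2 h, then exposed to compounds for 18-24 h. CellTiter-Fluor was read first as a viability measure. BugLite was added 15 min before the final luminescent read of ARE-luciferase activity in A549 cells.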
HepG2 viability = qHTS for Inhibitors of TGF-b: Cytotox Counterscreen; HepG2 CAGA-GFP viability, ATP luminescence, 18 h; Potency, µM (doses to about 46.1 µM), for inactives: top-dose activity change, negative = cytotoxicity, hits mostly cytotoxic; 410,000 compounds, 0.76% hits; AID 588856, 2011; also: potency is read from the fitted curve at half-maximal effect; some results filed as inactive show a strong effect at the top dose
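CellTiter-Glo luminescence gave cytotoxicity after 18 hours at 37 degrees C. The cells were HepG2 CAGA-GFP in 1% FBS DMEM, stimulated with 500 pg/mL TGF-beta after compound addition. %Activity was normalised to no-cell wells (complete cell-killing) and DMSO (no toxicity), and curves were fitted and classified.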
ATXN2 expr inh = Primary qHTS for Inhibitors of ATXN expression. HEK-293 ATXN2-luciferase reporter, luminescence, 24 h. Potency, µM (highest dose often 57 µM), for inactives: at the highest dose activity change, negative = inhibition, most hits filed as inhibitors. 360,000 compounds, 0.72% hits; also: potency is read from the fitted curve at half-maximal effect; % is scaled to controls: 0 for no effect and ±100 for the full control effect; nearly all actives have a fitted effect of over 55% in size
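qHTS (up to 57 uM final) was run with 24 h compound exposure of reporter cells at 37 °C. Each well was multiplexed: SteadyGlo luminescence measured ATXN2-luciferase expression after a fluorogenic Gly-Phe-AFC viability readout (25 uM final).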
TGFb inhibitor = qHTS for Inhibitors of TGF-b. Potency, µM (doses to about 46.1 µM), without a hit: at the highest dose activity, negative = inhibition, actives largely listed as inhibitors. HepG2 CAGA-GFP TGF-b/SMAD3 reporter, GFP fluorescence, 18 h; TGF-beta stimulated, 500 pg/mL final. AID 588855, 2011. 410,000 compounds, 1.2% hits; also: potency is read from the fitted curve at half-maximal effect; % is scaled to controls: 0 for no effect and ±100 for the full control effect; nearly all actives have a fitted effect of over 65% in size
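Smad-responsive CAGA-GFP expression was quantified in HEPG2 cells exposed to compounds and 500 pg/mL final TGF-beta for 18 h at 37 degrees C; unstimulated wells defined full inhibition.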
Nrf2 ARE act = qHTS of Nrf2 Activators; AREc32 ARE-luciferase reporter (MCF7-derived line), luminescence, 24 h; Potency, µM (doses to about 46.1 µM), for inactives: top-dose activation, actives largely listed as activators; 410,000 compounds, 0.31% hits; AID 624171, 2012; also: potency is read from the fitted curve at half-maximal effect; % of control where 0% means no effect; nearly all actives have a fitted effect of over 65% in size
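Steps: seed AREc32_Fluc cells (1000/well, 5% FBS OPTI-MEM); incubate overnight at 37 deg C; add 23 nL compound; incubate 24 hr; add Steady-Glo; hold 30 min RT; read luminescence.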
IL-2 act = qHTS of IL-2 Activators | IL-2 activation reporter assay, cell-based qHTS; stimulated with anti-CD3/CD4/CD28 beads; in transgenic mouse T cells | activation, % (series mostly up to about 46 µM) | 360,000 compounds, 0.065% hits | AID 652025, 2013; in the data active = activation above about 50%; inconclusive = mostly about 30% to 49%; also: 0% is about no effect
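Unstimulated transgenic mouse T cells, 750 per well, received compound and, after 60 minutes, anti-CD3/anti-CD4 bead plus anti-CD28 stimulation. EGFP and DsRed were quantified after 18 hours.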
A549 viability = Nrf2 qHTS screen for inhibitors: counterscreen for cytotoxicity | AID 504648, 2011 | 390,000 compounds, 0.16% hits | Potency, µM (top dose mostly 46 µM), for inactives: at the top dose activity change, negative = cytotoxicity, actives largely listed as inhibitors | A549 ARE-Fluc cells, CellTiter-Fluor viability, 18-24 h; also: potency is read from the fitted curve at half-maximal effect; % is scaled to controls: 0 for no effect and ±100 for the full control effect
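A549 ARE-Fluc cells in 5% FBS OPTI-MEM, 5000 cells/well, rested 2 h then exposed to compounds in concentration-response for 18-24 h at 37 °C. Viability by CellTiter-Fluor fluorescence (Ex 405/Em 525) after 30 min; luciferase luminescence (BugLite, 15 min, RT) read afterwards.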
EPAC2 agonist = qHTS for Agonist of cAMP-regulated guanine nucleotide exchange factor 4 (EPAC2): primary screen; Potency, µM (series often up to 154 µM), for inactives: top-dose activation, most hits filed as activators; AID 720711, 2013; 360,000 compounds, 0.079% hits; EPAC2 activation, biochemical qHTS; response scale: 100% = 6.5 mM cAMP response; Rap guanine nucleotide exchange factor 4 (Homo sapiens), Q8WZA2; also: potency is read from the fitted curve at half-maximal effect; nearly all actives have a fitted effect of over 50% in size
Target sequence (Q8WZA2 whole entry, looked up): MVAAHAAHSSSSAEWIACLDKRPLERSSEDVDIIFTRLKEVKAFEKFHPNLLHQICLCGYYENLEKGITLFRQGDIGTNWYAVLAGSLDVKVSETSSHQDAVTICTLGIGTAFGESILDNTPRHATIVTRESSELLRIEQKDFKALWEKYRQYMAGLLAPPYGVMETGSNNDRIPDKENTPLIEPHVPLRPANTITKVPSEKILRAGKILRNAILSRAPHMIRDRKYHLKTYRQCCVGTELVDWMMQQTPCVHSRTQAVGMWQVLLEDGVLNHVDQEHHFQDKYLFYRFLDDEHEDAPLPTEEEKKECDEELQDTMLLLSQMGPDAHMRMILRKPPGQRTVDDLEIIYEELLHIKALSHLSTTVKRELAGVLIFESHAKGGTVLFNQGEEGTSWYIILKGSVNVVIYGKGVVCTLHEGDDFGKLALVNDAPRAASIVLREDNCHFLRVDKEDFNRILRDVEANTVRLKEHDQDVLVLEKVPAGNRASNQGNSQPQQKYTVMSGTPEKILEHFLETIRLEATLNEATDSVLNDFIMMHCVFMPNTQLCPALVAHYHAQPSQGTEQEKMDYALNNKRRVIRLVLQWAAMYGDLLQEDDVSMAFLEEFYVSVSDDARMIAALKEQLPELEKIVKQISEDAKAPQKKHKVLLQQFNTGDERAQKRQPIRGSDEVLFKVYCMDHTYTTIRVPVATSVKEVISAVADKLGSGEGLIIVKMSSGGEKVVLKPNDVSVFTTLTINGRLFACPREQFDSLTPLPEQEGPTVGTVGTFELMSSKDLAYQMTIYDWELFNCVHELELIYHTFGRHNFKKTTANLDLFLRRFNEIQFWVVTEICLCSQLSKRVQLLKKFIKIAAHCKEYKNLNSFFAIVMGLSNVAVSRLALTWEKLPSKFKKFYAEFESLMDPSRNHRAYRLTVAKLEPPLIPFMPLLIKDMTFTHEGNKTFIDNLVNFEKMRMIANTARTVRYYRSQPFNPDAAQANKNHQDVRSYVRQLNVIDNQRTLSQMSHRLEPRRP
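EPAC2 (100 nM) mixed with Rap1B loaded with BODIPY-GDP (250 nM) plus 50 uM unlabeled GDP; compounds pinned in, 5 min RT, then read every 5 min for 30 min (ex 480, em 540 nm). Normalized to cAMP control.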
* hit, by the source's call; i = inactive; u = inconclusive; x = not tested or not shown; [ ] = remark or other dose. Unless noted, calls follow the shape of the dose curve; as a rule, active = well fitted curve in the direction sought with a large enough effect; inconclusive = small, poorly fitted or top-dose-only effect, or another doubt; inactive = no such curve, though single readings can be large; an effect the other way counts as inactive or inconclusive.

Screens in order: ATXN viability	Nrf2 inh	HepG2 viability	ATXN2 expr inh	TGFb inhibitor	Nrf2 ARE act	IL-2 act	A549 viability	EPAC2 agonist
- O=C(CSc1nnnn1C1CCCCC1)Nc1ccccc1N1CCOCC1
  i	-13%	-24%	-13%	3%	4.2%	0.4	0%	10%
- Cc1ccc(CNC(=O)CN(C)S(=O)(=O)c2cccc3nsnc23)cc1
  u	9%	14%	5%	11%	0.0%	-2.8	-2%	-1%
- Cc1ccc(CNc2ncnc3ccc(-c4ccoc4C)cc23)o1
  i	x	-54%	-28%	16µM*	3.1%	0.2	x	17%
- Cc1nc(Cl)cc(N/N=C/c2ccc(O)cc2)n1
  i	-5%	7%	x	29%	10%	0.0	0%	5%
- O=C(NCCN1C(=O)S/C(=C\c2ccc(OC(F)F)cc2)C1=O)C1=COCCO1
  i	-12%	-14%	8%	0%	17%	0.3	-10%	3%
- COc1ccc(/C=C/c2nc3ccccc3n2Cc2ccc(OC)c(OC)c2)cc1
  u	u	-8%	x	-21%	6.2%	0.5	-20%	9%
- C=CCC[C@@H](Cc1ccc(F)cc1)C(=O)OC[C@@H](NC(=O)[C@H](CC=C)CC(=O)NCCO)C(C)(C)C
  i	18%	-20%	-2%	-12%	2.4%	0.3	-8%	-7%
- Cc1ccccc1CSc1nnc(CCCCCNC(=O)OC(C)(C)C)o1
  i	-27%	-6%	-20%	u	2.1%	-1.4	0%	-8%
- COc1cc(Br)c(CN2C(=O)NC3(CCCCCC3)C2=O)cc1OC
  i	u	-10%	-13%	1%	3.4%	-0.8	1%	14%
- Cc1ccc(S(=O)(=O)NNC(=S)NCCc2ccccc2)cc1
  i	-3%	1%	x	-14%	4.3%	0.8	-6%	9%
- Cc1ccc(O)c(C(=O)c2coc(=N)c(C(=O)NC(C)C)c2)c1
  i	0%	1%	-15%	3%	0.5%	-2.1	-4%	5%
- COC(=O)c1cnc2c(C(F)(F)F)cccc2c1OC
  i	x	-32%	-7%	1%	-0.5%	-0.6	0%	7%
- Cc1c(N=C2C=C(Br)C(=O)C(Br)=C2)c(=O)n(-c2ccccc2)n1C
  x	u	7%	-33%[11.3 µM]	4%	u	-1.1	1%	-7%
- CC(C)(C)NC(=O)CSc1nc(O)cc(=O)n1-c1ccccc1F
  i	u	0%	3%	17%	0.4%	1.1	-10%	13%
- O=C(C1CCCC1)N1CCN=C1SCc1cccc([N+](=O)[O-])c1
  i	u	10%	-13%	4%	4.1%	0.9	-7%	5%
- CCOc1cc(/C=C2\C(=O)N(c3cccc(C(F)(F)F)c3)C(=O)c3ccccc32)ccc1O
  i	8%	2%	-27%	-17%	-0.3%	4.3	-3%	-5%
- COc1ccc(C2=[N+]([O-])C(C)(C)N(O)C2C)cc1 (stereo not drawn)
  i	8%	-4%	4%	-8%	-0.3%	-3.2	11%	5%
- O=C(NC1CCCCC1)N(Cc1nc2ccccc2c(=O)[nH]1)C1CCCC1
  i	-7%	0%	0%	-15%	0.7%	-0.5	-6%	3%
- COc1cc(OC)cc(C(=O)N[C@H](C(=O)Nc2nc3ccc(S(C)(=O)=O)cc3s2)C(C)C)c1
  i	6%	5%	-3%[11.3 µM]	2%	0.1%	3.3	-1%	-2%
- Cc1csc(NC(=O)COCC(=O)O)c1-c1nc2ccccc2s1
  i	-12%	-1%	u	0%	0.4%	-3.8	1%	7%
- O=C(CCNC(=O)c1ccco1)NCCc1ccc(Cl)cc1
  i	2%	6%	-13%	13%	-0.7%	-5.1	0%	8%
- O=C(Nc1ccccc1Cl)c1cc(S(=O)(=O)N2CCCCC2)ccc1N1CCOCC1
  i	-25%	-45%	-8%	-26%	-0.6%	-1.0	-1%	11%
- Cc1nc2c(OCc3cccc(Cl)c3)cccn2c1N(C)Cc1cccs1
  u	x	11µM*	u	u	-0.8%	-1.0	x	8%
- CN(CC(=O)Nc1cccc(S(=O)(=O)NC2=NCCC2)c1)Cc1cccc(F)c1
  i	-19%	0%	x	10%	-0.3%	0.0	3%	6%
- CC(C)CNC(=S)N(CCN(C)C)Cc1cc2cc3c(cc2[nH]c1=O)OCCO3
  i	-17%	-31%	-20%	1%	-0.7%	1.2	15%	18%
- CCOc1ccccc1NC(=O)Cn1cnc2onc(-c3ccc(F)cc3)c2c1=O
  i	u	1%	-4%	-3%	-0.2%	x	1%	x
- Cc1nc2ccccc2c(=O)n1NC(=O)c1ccc(Cl)c(Cl)c1
  i	-3%	8%	x	1%	-0.9%	-0.4	-1%	9%
- Cc1cc(C)n2c(SCC(=O)NC3CCCCC3)nnc2n1
  i	10%	14%	x	-3%	-0.9%	0.2	1%	0%
- CN(CCCS(=O)(=O)[O-])c1ccc(/C=C/c2ccc3ccccc3[n+]2C)cc1
  i	-34%	2%	x	-11%	0.4%	0.6	-10%	2%
- CC(NC(=O)c1ccc2c(c1)S(=O)(=O)N=C1CCCCCN12)c1ccc(S(N)(=O)=O)cc1 (stereo not drawn)
  i	u	-43%	-5%	23%	0.1%	5.2	5%	9%
- O=C(COc1ccc2c3c(c(=O)oc2c1)CCC3)N1CCCC1
  i	6%	14%	4%	12%	-0.5%	-0.5	0%	0%
- CCOc1ccc(N=Nc2cc(C(C)C)ccc2O)cc1
  i	-20%	14%	1%	-13%	3.2%	4.1	-6%	-1%
- COc1ccc(N(CC(=O)N2CCN(c3ccccc3)CC2)S(=O)(=O)c2c(C)noc2C)cc1
  i	6%	-10%	-3%	2%	0.6%	-2.1	2%	18%
- CCc1ccc(CNC(=O)c2ccc(NC(=O)N3CCCCc4ccccc43)cc2)cc1
  i	18%	-1%	-4%	0%	5.4%	x	-1%	x
- O=S(=O)(NC(=NCc1ccccc1)c1ccccc1)c1ccc(Br)cc1
  i	2%	-11%	7%	-8%	-0.7%	-2.6	-3%	-5%
- Cc1ccc(CC2CC(=O)N(c3ccc(Cl)cn3)C2=O)cc1 (stereo not drawn)
  i	0%	-9%	-4%	4%	-1.4%	-0.2	7%	14%
- Cc1ccccc1Cn1c(C(C)O)nc2ccccc21 (stereo not drawn)
  i	2%	1%	4%	-8%	-0.2%	0.3	9%	3%
- COc1cc(OC)cc(C(=O)NC(C)CNc2ccc(Cl)cc2[N+](=O)[O-])c1 (stereo not drawn)
  i	-3%	-13%	x	6%	1.2%	-0.6	1%	16%
- O=C(c1ccccc1)C1Oc2ccccc2C2CC(c3cccs3)=NN12 (stereo not drawn)
  x	8%	0%	-9%	0%	22%	0.7	-1%	7%
- CN(C)CCCNC(=O)c1ccc2[nH]c3ccccc3c2c1
  i	-3%	-22%	-11%	-11%	1.2%	-0.4	17%	-8%
- CSCCC(=O)N(C)CC1CCCN(CCc2cccc(C(F)(F)F)c2)C1 (stereo not drawn)
  x	-22%	7%	x	-5%	0.4%	-0.3	-2%	-6%
- N=c1c2c(n(Cc3ccc(F)cc3)c3c1CCC3)CCCC2
  i	u	-25%	x	0%	0.2%	1.4	-8%	2%
- C=CCN(C(=O)c1ccc(Cl)cc1)c1ccccc1C(=O)NCC(=O)O
  i	5%	-1%	-5%	2%	-0.3%	-1.4	1%	-5%
- COC(=O)CCC(=O)COc1ccc(OC)cc1C#N
  i	x	-40%	33%[activator]	8%	2.2%	-0.5	5%	12%
- COc1cccc(C(=O)N2CCN(Cc3ccc4c(c3)OCO4)CC2)c1OC
  i	-9%	1%	-17%	9%	0.2%	-2.7	8%	5%

Reprinted from the part before: two entries, then new ones.
Screens in order: ATXN viability	Nrf2 inh	HepG2 viability	ATXN2 expr inh	TGFb inhibitor	Nrf2 ARE act	IL-2 act	A549 viability	EPAC2 agonist
- COC(=O)CCC(=O)COc1ccc(OC)cc1C#N
  i	x	-40%	33%[activator]	8%	2.2%	-0.5	5%	12%
- COc1cccc(C(=O)N2CCN(Cc3ccc4c(c3)OCO4)CC2)c1OC
  i	-9%	1%	-17%	9%	0.2%	-2.7	8%	5%
- COc1ccccc1NC(=O)CN1CCN(CC(=O)Nc2ccc(F)cc2)CC1
  i	-9%	-45%	-2%	-11%	-0.8%	-0.7	-12%	-6%
- Cc1noc(C)c1CCC(=O)Nc1c(C(C)C)cccc1C(C)C
  u	12%	-24%	-19%	-21%	-0.3%	0.0	3%	9%
- Cc1cc(C)c(S(=O)(=O)N2CCOC2CNC(=O)C(=O)NCc2ccncc2)c(C)c1 (stereo not drawn)
  i	0%	-5%	6%	-29%	-0.1%	-4.4	3%	12%
- Cc1nn(C(C)C(=O)Nc2ccccc2C(F)(F)F)c(=O)c2c1sc1ccccc12 (stereo not drawn)
  x	u	-10%	x	19%	-0.8%	x	-1%	x
- CC(C)CCNC(=O)Cn1c(=O)oc2cc(S(=O)(=O)N3CC(C)CC(C)C3)ccc21 (stereo not drawn)
  i	u	-15%	-7%	-26%	-0.7%	-3.7	-30%	-5%
